High-throughput results (PubChem BioAssay)
PI5P4Ka inh: inhibitors of human PI5P4K alpha; PI5P4Kalpha enzyme, ADP-Glo luminescence, 60 min; hits give low values; max response, %; actives 1.2% (n = 330,000); AID 652105; active means max response of -50% or lower; inconclusive means between -30% and -50%; inactive means -30% or higher; further: value at the top dose of about 77 µM; on the % scale 0 is the no-effect control and ±100 the full control effect
Target sequence (P48426 whole entry, looked up): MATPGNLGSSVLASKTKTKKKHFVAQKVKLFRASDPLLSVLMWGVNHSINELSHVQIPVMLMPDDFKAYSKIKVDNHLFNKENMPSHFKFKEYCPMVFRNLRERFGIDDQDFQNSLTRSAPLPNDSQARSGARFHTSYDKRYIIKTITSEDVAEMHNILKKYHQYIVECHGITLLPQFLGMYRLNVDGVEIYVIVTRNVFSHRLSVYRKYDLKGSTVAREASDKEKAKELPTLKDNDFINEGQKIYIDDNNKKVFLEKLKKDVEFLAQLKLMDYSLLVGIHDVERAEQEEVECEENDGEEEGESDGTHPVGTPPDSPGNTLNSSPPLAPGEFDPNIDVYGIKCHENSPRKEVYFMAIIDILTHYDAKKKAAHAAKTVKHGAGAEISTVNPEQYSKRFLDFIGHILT
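Quantitative HTS of the MLSMR library against PI5P4Kalpha with substrate. ATP added last at 5 microM final; room temperature, 60 minutes. Remaining ATP depleted, ADP converted and read as luminescence.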
GLP1R cytotox: cytotoxic in the GLP-1 receptor inverse agonist counter-screen; HEK293 cAMP-luciferase reporter cells, luminescence, 24 h; AID 624418; actives 0.13% (n = 410,000); Potency, µM (titrated, usually from 38.3 µM), inactives show at the highest dose activity change, negative = inhibition, most hits filed as inhibitors;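 further: loss of luciferase light is scored as toxicity; potency means the concentration at half of the fitted maximal effect; on the % scale 0 is the no-effect control and ±100 the full control effect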
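To flag toxic compounds, the library was rerun on cells for 24 hr at 37 deg C and 5% CO2. Viability-linked luminescence was captured 12 min after adding luciferase detection reagent.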
EPAC1 antagonist: EPAC1 (human) antagonism; Potency, µM (series often up to 115 µM), inactives show at the highest dose activity change, negative = inhibition, actives largely listed as inhibitors; O95398; actives 0.14% (n = 360,000); AID 720709; EPAC1 GEF assay, Rap1b-BODIPY-GDP exchange fluorescence;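 further: potency means the concentration at half of the fitted maximal effect; plate controls were vehicle for no effect and positive control for full effect; nearly all actives have a fitted effect of over 50% in size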
PLK1 PBD block: PLK1 (human) polo-box domain binding inhibition; actives 2.8% (n = 360,000); P53350; Potency, µM, for the others: max response, negative = inhibition, usual class: inhibitors; AID 720504; Plk1 PBD binding of FITC phosphopeptide, fluorescence polarization; further: potency means the concentration at half of the fitted maximal effect; series mostly up to about 57 µM; on the % scale 0 is the no-effect control and ±100 the full control effect; nearly all actives have a fitted effect of over 65% in size
GLP-1R inv ag: GLP-1 receptor (human) inverse agonism. HEK293 GLP-1R CRE-luciferase, luminescence, 24 h; GLP-1R form is constitutively active. Potency, µM (titrated, usually from 38.3 µM), inactives show at the highest dose activity change, negative = inhibition, hits mostly inhibitors. actives 1.6% (n = 410,000); further: potency means the concentration at half of the fitted maximal effect; on the % scale 0 is the no-effect control and ±100 the full control effect; nearly all actives have a fitted effect of over 55% in size
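Readout was luciferase luminescence, measured 12 min after detection reagent at room temperature. Beforehand, GLP-1R reporter HEK293 cells had sat 12 h, then received compounds for 24 hr at 37 deg C.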
EPAC1 ag: agonists of human EPAC1. Potency, µM (series often up to 154 µM), for the others: at the top dose activation, actives largely listed as activators. AID 720707. actives 0.073% (n = 360,000). EPAC1 agonist qHTS, biochemical assay; response scale: 100% = response to 6.5 mM cAMP; further: potency means the concentration at half of the fitted maximal effect; nearly all actives have a fitted effect of over 60% in size
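EPAC1 100 nM, Rap1B–BODIPY-GDP 250 nM, unlabeled GDP 50 uM; compound titration; 5 min RT; kinetic read ex480/em540 at 5-min intervals ×30 min; data normalized to 6.5 mM cAMP agonist control.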
GLP-1R agonist: agonists of human GLP-1 receptor; P43220; HEK293 GLP-1R CRE-luciferase, luminescence, 4-6 h; cells express a hypersensitive GLP-1R form; Potency, µM (highest dose often 45.6 µM), for inactives: at the highest dose activation, most hits filed as activators; actives 0.007% (n = 380,000); further: potency means the concentration at half of the fitted maximal effect; % of control where 0% means no effect
PTHR1 agonist: PTHR1 (human) receptor agonism | Q03431 | HEK293 GP2 PTHR1 cells, GloSensor cAMP luminescence, 1 h | Potency, µM (top dose mostly 115 µM), inactives show at the top dose activation, most hits filed as activators | actives 0.075% (n = 410,000); further: potency means the concentration at half of the fitted maximal effect; nearly all actives have a fitted effect of over 55% in size; some results filed as inactive show a strong effect at the top dose; inactives centre near -15; many of its hits are not listed in these tables
Target sequence (Q03431 whole entry, looked up): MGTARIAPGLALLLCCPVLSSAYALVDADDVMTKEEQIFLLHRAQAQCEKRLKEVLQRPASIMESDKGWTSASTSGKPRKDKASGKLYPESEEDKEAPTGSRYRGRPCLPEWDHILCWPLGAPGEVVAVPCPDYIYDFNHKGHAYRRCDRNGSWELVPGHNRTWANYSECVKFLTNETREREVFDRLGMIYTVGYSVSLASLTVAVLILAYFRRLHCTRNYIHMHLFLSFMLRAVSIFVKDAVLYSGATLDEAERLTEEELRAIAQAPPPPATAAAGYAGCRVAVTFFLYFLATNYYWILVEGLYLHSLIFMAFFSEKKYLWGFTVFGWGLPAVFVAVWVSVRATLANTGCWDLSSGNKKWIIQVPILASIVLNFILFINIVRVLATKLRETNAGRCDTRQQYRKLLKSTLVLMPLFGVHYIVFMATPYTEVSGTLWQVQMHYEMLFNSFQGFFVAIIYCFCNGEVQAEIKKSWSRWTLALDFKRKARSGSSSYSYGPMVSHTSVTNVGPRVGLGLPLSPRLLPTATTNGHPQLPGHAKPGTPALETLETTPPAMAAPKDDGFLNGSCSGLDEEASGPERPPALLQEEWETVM
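HEK-293-derived GP2 cells expressing PTHR1 and a GloSensor cAMP reporter, 3,000/well, plated overnight, given luciferin plus IBMX (each 0.5 mM as added) for 1 h at 37 °C, then compound for 1 h at 37 °C. Luminescence was read after 15 min at room temperature.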
IL-2 act: activators of IL-2; actives 0.065% (n = 360,000); activation, % (series mostly up to about 46 µM); IL-2 activation reporter assay, cell-based qHTS; stimulated with anti-CD3/CD4/CD28 beads; in transgenic mouse T cells; in the data active means activation above about 50%; inconclusive means mostly about 30% to 49%; further: 0% is about no effect
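Readout is EGFP and DsRed signal by fluorescent plate cytometry after 18 h at 37 degrees C. Transgenic mouse T cells (750/well) received compound for 60 min before bead stimulation (anti-CD3, anti-CD4, anti-CD28); memory T cells served as non-tolerant control.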
Numbers without * were called inactive; i = inactive; ? = inconclusive; . = no result given; & = joins results of further samples; [ ] = remark or other dose. Unless noted, the call rests on the fitted dose curve; in most records, active means well fitted curve in the direction sought with a large enough effect; inconclusive means small, poorly fitted or top-dose-only effect, or another doubt; inactive means no such curve, though single readings can be large; an effect the other way counts as inactive or inconclusive. These rows are one share of the data (hit frequency here may not be typical).

SMILES | PI5P4Ka inh | GLP1R cytotox | EPAC1 antagonist | PLK1 PBD block | GLP-1R inv ag | EPAC1 ag | GLP-1R agonist | PTHR1 agonist | IL-2 act
CCNC(=S)/N=C(\N)Nc1nc(C)c2cc(C)ccc2n1 | 9 | ? | -3% | -6% | ? | 5% | 16% | -60%[inhibitor] | -0.6
CCc1ccc(NC(=O)CC2C(=O)NCCN2C(=O)c2ccc(F)cc2)cc1 (stereo not given) | 4 | 14%&-3% | -26% | -19% | -5%&-4% | -10% | -2%&1% | -8%&-29% | 0.1
Cc1ccc(C(=O)Nc2ccccn2)cc1S(=O)(=O)N1CCOCC1 | 11 | -1% | 1% | -6% | 7% | 7% | -2% | -10% | -3.4
Cc1nn(Cc2ccc(Cl)cc2)c(C)c1NC(=O)C1CC=CCC1C(=O)O (stereo not given) | -9 | 1% | 1% | -4% | -4% | -11% | -10% | -12%[57.5 µM] | 0.5
Cc1ccsc1C(=O)OCC(=O)Nc1cccc(S(=O)(=O)NC2=NCCCCC2)c1 | 1 | -2% | -5% | -1% | 4% | 5% | 8% | -6% | -0.4
CCOc1ccc(-c2cc3cc(OC)c(OC)cc3c(C)n2)cc1 | 6 | 1% | -17% | -6% | 18% | 18% | 9% | 0% | 0.6
CC(=O)NCCc1ccc(C(=O)COC(=O)C2CCCCC2)cc1 | 0 | -13% | 6% | 7% | 2% | -9% | -20% | -30% | -3.8
O=C(CCCNS(=O)(=O)c1ccc(F)cc1)Nc1ccc(F)cc1 | -8 | -4% | 10% | -5% | -29% | 1% | 8% | -2% | 0.3
CCOC(=O)C1CCN(C(=O)C23CC4CC(CC(C4)C2)C3)CC1 | 4 | -4% | -14% | 0% | ? | 6% | 32% | i | -0.7
CNS(=O)(=O)c1ccc(NC(=O)C2c3ccccc3Oc3ccccc32)cc1 | -1 | 13% | -6% | -8% | 5% | -4% | -16% | i | -3.3
COc1ccc(Cc2c(C3CCCCC3)nc3c4ccccc4ccn23)c(C)c1 | -1 | -1% | 5% | -3% | -9% | 17% | 26% | -24% | -0.4
CCOC(=O)C(=Cc1ccccc1)C(=O)c1ccccc1 | 1 | ? | -9% | -11% | ? | 6% | -5% | -45%[inhibitor] | -3.6
N#C/C(=C\c1ccccc1)C(=O)NNS(=O)(=O)c1ccc(Br)cc1 | -1 | -4% | -15% | 21µM* | -3% | 9% | -4% | -24% | 0.4
COC(=O)/C=C/c1ccc(OC(=O)c2ccncc2)cc1 | 3 | -16% | -13% | 2% | 17% | -5% | -1% | i | -0.6
Cc1nn(C)c(Cl)c1NC(=O)OCc1ccc(F)cc1 | 0 | -25% | 1% | -9% | 0% | 8% | 0% | -8%[57.5 µM] | -2.2
COc1ccc(Cc2c(-c3ccccc3)nc3c(C)cc(Br)cn23)c(C)c1 | -6 | -5% | 6% | -2% | -29% | -7% | 8% | -15% | -0.3
O=C(Nc1ccc2c(c1)OCO2)C1CCCN(S(=O)(=O)c2cccs2)C1 (stereo not given) | -17 | 3% | -18% | -4% | ? | -7% | -29% | -36%[inhibitor][57.5 µM] | 0.4
CCc1nnc(NC(=O)c2cccc(S(=O)(=O)N(C)c3ccc(OC)cc3)c2)s1 | -14 | 6% | -6% | ? | -1% | 2% | 1% | -9% | 1.4
O=c1c([N+](=O)[O-])cccn1Cc1cccc(Cl)c1 | -17 | -7% | -7% | -1% | -2% | -3% | -2% | -15% | 0.1
O=C(Nn1cnnc1)c1cc([N+](=O)[O-])cc([N+](=O)[O-])c1 | -5 | 10% | -10% | -8% | 13% | 9% | 14% | -22% | 1.1
O=C(CCNC(=O)c1ccccc1Cl)Nc1nc2ccccc2[nH]1 | -6 | -1% | 5% | 4% | -25% | 11% | 0% | -12% | -0.2
CCN(CC(=O)Nc1ccc(NC(C)=O)cc1)C(=O)c1ccc2c(c1)S(=O)(=O)N=C1CCCCCN12 | 2 | 0% | 3% | -5% | 5% | 19% | 4% | -2% | 0.0
Cc1nn(CCCNC(=O)C2CCCO2)cc1Br (stereo not given) | . | 5% | -3% | -2% | 0% | 6% | 20% | i | -3.3
COc1cc2c(cc1OC)C(=O)CCS2 | -14 | 8% | 6% | -6% | 69%[activator] | -6% | 3% | i | 0.7
O=C(c1cn(-c2ccccc2)nc1-c1cccnc1)N1CCCCC1 | -3 | 6% | -15% | -14% | 0% | 4% | 7% | i | 5.4

Part of the list above in another layout:
molecule	PI5P4Ka inh	GLP1R cytotox	EPAC1 antagonist	PLK1 PBD block	GLP-1R inv ag	EPAC1 ag	GLP-1R agonist	PTHR1 agonist	IL-2 act
CNS(=O)(=O)c1ccc(NC(=O)C2c3ccccc3Oc3ccccc32)cc1	-1	13%	-6%	-8%	5%	-4%	-16%	i	-3.3
COc1ccc(Cc2c(C3CCCCC3)nc3c4ccccc4ccn23)c(C)c1	-1	-1%	5%	-3%	-9%	17%	26%	-24%	-0.4
CCOC(=O)C(=Cc1ccccc1)C(=O)c1ccccc1	1	?	-9%	-11%	?	6%	-5%	-45%[inhibitor]	-3.6

The listing continues:
SMILES | PI5P4Ka inh | GLP1R cytotox | EPAC1 antagonist | PLK1 PBD block | GLP-1R inv ag | EPAC1 ag | GLP-1R agonist | PTHR1 agonist | IL-2 act
COc1ccc(CCC(=O)NNC(=S)Nc2cccc(C(C)=O)c2)cc1 | 1 | 11%[7.66 µM] | -3% | -27% | 13%[7.66 µM] | 6% | 8% | i | 0.5
COc1cccc2cc(C(=O)C3=C(O)C(=O)N(Cc4ccco4)C3c3cccnc3)oc12 (stereo not given) | 0 | 1% | 0% | -19% | 29% | 0% | -6% | i | -1.9
Cc1ccc(N(C)S(=O)(=O)c2cccc(C(=O)NC3CC(C)(C)NC(C)(C)C3)c2)cc1 | -1 | -2% | -3% | 3% | 11µM* | -5% | 0% | -9% | 1.7
COc1ccccc1NCc1cccn1-c1nnc(N2CCCCCC2)s1 | . | -15% | . | . | ? | . | 9% | i | .
O=C(CCc1ccccc1)NNC(=O)C12CC3CC(CC(C3)C1)C2 | . | 1% | -12% | -10% | 0% | 9% | 5% | -25% | -2.3
CC(=O)c1sc(NC(=O)c2cccc(C)c2)nc1C | 4 | 16% | 5% | -14% | 0% | 2% | 0% | -26% | -0.3
Cc1ccn2c(=O)c(C(=O)NCCCN3CCCC3=O)c(O)nc2c1 | 1 | -17% | 8% | -11% | 15% | 12% | -4% | i | 0.3
COc1ccc(N2CCN(C(=O)CSc3nnc(C4CC4)n3C3CC3)CC2)cc1 | 0 | -14% | -2% | -3% | ? | -10% | -3% | i | -1.4
COc1ccc(C=NNc2nc3ccccc3s2)cc1 | -2 | -23% | -15% | -17% | ? | -2% | -4% | -26% | -0.4
CCOC(=O)c1ccc(CSc2nnc(-c3ccncc3)n2N)cc1 | 0 | 26% | -9% | -9% | 12% | 0% | 14% | i | 3.1
CN(C)c1ccc(/C=C2\SC(=S)N(Nc3ncc(C(F)(F)F)cc3Cl)C2=O)cc1 | . | -3% | 35%[activator] | 52%[activator] | -1% | 112µM* | -21% | i | 20
CN(N=Nc1nc[nH]c1C(N)=O)C1CCCCC1 | 3 | -15% | -15% | -10% | ? | 9% | -2% | -24% | 0.6
CN(C)S(=O)(=O)c1cccc(-c2cn3cccnc3n2)c1 | -9 | 3% | -7% | ? | 9% | 1% | 1% | i | 0.1
Cc1ccsc1/C=C1/CN(C)Cc2c1nc1ccccc1c2C(=O)O | -3 | -18% | -2% | -12% | -12% | 9% | 0% | i | 2.1
C/C(=N\NC(=O)Cc1ccccc1)c1ccc(Br)s1 | -2 | 6% | -5% | 2% | 22% | 4% | -2% | i | 0.2
CCOc1ccccc1NC(=O)C1CC2CCCC(C1)C2=O (stereo not given) | . | -4% | 3% | -3% | 1% | -4% | -2% | i | -0.9
Cc1occc1C(=O)NCc1ccccc1 | -7 | -5% | -1% | -1% | -8% | -4% | 0% | -17%[57.5 µM] | 0.0
O=C1Nc2cc(C(=O)N3CCOCC3)ccc2SC1N1CCOCC1 (stereo not given) | -1 | 24% | 7% | -1% | 21% | 2% | 1% | i | 2.2
Cc1cccc(OCCCC(=O)Nc2ccc(S(=O)(=O)Nc3nccs3)cc2)c1C | -7 | 17% | -13% | -15% | -8% | 9% | -17% | -1% | -1.2
CN(CC(=O)Nc1ccccc1Cl)CC(=O)Nc1cccc2ccccc12 | 0 | -5% | -29% | -3% | -48% | 11% | 6% | -21% | -0.7
CCN=C1SC(C(N)=O)CC(=O)N1CC (stereo not given) | -1 | -3% | 9% | 1% | 20% | -1% | 1% | i | -1.2
C=CCN1C(=O)C(Cc2cccc(Cl)c2)S/C1=N/N=C/c1ccco1 (stereo not given) | . | 12% | -6% | -2% | -8% | 1% | -3% | i | -0.7
COc1ccc(CC(=O)NCC(c2ccc(OC)cc2)N(C)C)cc1 (stereo not given) | 2 | -9% | -5% | -8% | 9% | 0% | 19% | -23% | 2.9
CCc1ccc2c(CN3CCC(C(=O)OC)CC3)cc(=O)oc2c1 | -2 | -5% | -7% | -13% | 14% | 7% | 30% | i | 0.3
COc1ccccc1N1CCN(Cc2cccc(OC)c2OC)CC1 | 0 | -1% | 6% | -2% | 10% | 5% | 0% | i | 0.4
O=C(COc1ccccc1)Nc1nn[nH]n1 | -3 | -11% | 11% | -5% | 0% | -2% | -3% | i | -1.8
N#Cc1cccc(C(c2nnnn2CCc2ccccc2)N2CCN(C3CCCCC3)CC2)c1 (stereo not given) | . | ? | 11% | -1% | 2% | -3% | 0% | i | 0.0
O=c1[nH]c(-c2ccccc2)c(-c2ccccc2)nc1[N+](=O)[O-] | 1 | 6% | 2% | -3% | 4% | -1% | -1% | -2% | -1.3

Single records, as listed above. Screens in order: PI5P4Ka inh | GLP1R cytotox | EPAC1 antagonist | PLK1 PBD block | GLP-1R inv ag | EPAC1 ag | GLP-1R agonist | PTHR1 agonist | IL-2 act
COc1ccc(CC(=O)NCC(c2ccc(OC)cc2)N(C)C)cc1 (stereo not given) is entered as 2 | -9% | -5% | -8% | 9% | 0% | 19% | -23% | 2.9
COc1cccc2cc(C(=O)C3=C(O)C(=O)N(Cc4ccco4)C3c3cccnc3)oc12 (stereo not given) is entered as 0 | 1% | 0% | -19% | 29% | 0% | -6% | i | -1.9
